Assay outcomes from PubChem.
All columns: NCI-60 one-dose screen, growth in % after 48 h at 10 µM unless noted; 100 = growth as untreated, 0 = no growth, -100 = all killed.
NCI/ADR-RES – NCI/ADR-RES ovarian cells. 81,000 tested, 4.4% active. AID 1794790
NCI-H522 – NCI-H522 lung cancer. AID 1794739. 78,000 tested, 8% active
NCI-H322M – NCI-H322M lung cancer; 80,000 tested, 2.7% active
IGROV1 – IGROV1 ovarian cancer | 79,000 tested, 4.7% active | AID 1794786
NCI-H226 – NCI-H226 lung cancer | 79,000 tested, 3.5% active | AID 1794732
NCI-H460 – NCI-H460 lung cancer. AID 1794736. 82,000 tested, 6.8% active
COLO 205 – COLO 205 colon cancer | 79,000 tested, 7.3% active | AID 1794742
NCI-H23 – NCI-H23 lung cancer | 80,000 tested, 4% active
KM12 – KM12 colon cancer cells | 82,000 tested, 5% active
An asterisk follows results filed as active; x = no result given; & = joins results of further samples. How the source made its calls: active means growth percent below 10; inactive means the rest.

Structure,NCI/ADR-RES,NCI-H522,NCI-H322M,IGROV1,NCI-H226,NCI-H460,COLO 205,NCI-H23,KM12
CC1(C)C(=O)/C(=C\c2ccc(C(F)(F)F)cc2)C[C@]2(C)[C@H]3CC[C@@H]4[C@H]5[C@H](C(=O)/C=C/c6ccc(C(F)(F)F)cc6)CC[C@]5(C(=O)O)CC[C@@]4(C)[C@]3(C)CC[C@@H]12,79.8,55.2,80.8,87.8,76.0,69.3,94.8,65.5,88.7
Nc1nc(-c2cc(C(c3ccccc3)c3ccccc3)nc(N)n2)cc(C(c2ccccc2)c2ccccc2)n1,101.6,101.7,97.5,108.1,95.5,100.8,109.7,96.9,102.0
Nc1cc(-c2ccc(Cl)cc2)nn1-c1nc(-c2ccc(Cl)c(Cl)c2)cs1,102.2,83.2,72.6,80.0,x,104.6,109.5,93.2,96.4
Nc1ccc(-c2nnc(SCc3ccc(O)c4ncccc34)o2)cc1,-9.9*,-2.0*,-0.4*,0.4*,-12.5*,-46.8*,1.8*,3.7*,0.5*
N#CCCN(CCC#N)C(CC(=O)O)C(=O)O (stereo not drawn),107.2,x,105.9,106.0,107.8,107.4,112.5,107.8,111.2
CC(C)C1=C[C@@]23CC[C@H]4[C@](C)(COCCC#N)CCC[C@]4(C)[C@H]2C[C@@H]1[C@@H]1[C@H]3[C@@H](OCCC#N)CC[C@@H]1OCCC#N,27.8,25.0,86.1,23.5,39.8,30.3,17.4,35.7,32.7
CCCn1c(=S)sc2c(N/N=C/c3ccc(Cl)cc3)nc(C)nc21,93.8,84.4,75.2,107.9,92.6,78.8,115.7,93.5,90.7
Cc1ccc(S(=O)(=O)/N=C2/Cc3ccccc3N2C)cc1,98.2,85.8,100.6,95.5,103.8,99.8,111.8,97.4,98.8
CC(C)=C1CCC(C)C/C1=N\NC(N)=S (stereo not drawn),100.3&106.6,92.4&66.9,104.1&114.5,112.8&123.2,94.2&91.8,87.1&109.5,103.5&107.1,84.3&92.7,94.4&115.3
COc1ccccc1N=NC(C#N)C(N)=O (stereo not drawn),105.3,100.1,149.4,x,102.1,98.6,107.0,97.6,107.1
COc1ccc(C2=NN(C(C)=O)C(c3ccc(OC)c(OCc4ccccc4)c3)C2)cc1OC (stereo not drawn),91.8,56.1,91.6,65.9,67.0,94.1,113.8,94.4,88.5
COc1ccc(-n2nc(C)c3c(Oc4ccc(NC(=O)Nc5c(Cl)cccc5Cl)cc4)ncnc32)cc1,101.7,93.6,96.8,101.0,107.2,100.6,99.0,98.3,100.0
Cc1sc2nc(NCCN)[nH]c(=O)c2c1C,94.8,102.2,83.7,100.3,84.8,101.3,77.0,91.0,84.3
O=C(NCCO)c1cc2ccccc2cc1O,103.8,89.4,119.3,92.5,86.0,109.1,96.0,99.0,100.0
COc1ccc(/C=C(/C(=O)NS(=O)(=O)c2ccc(Cl)cc2)c2cc(OC)c(OC)c(OC)c2)cc1OC,111.3,95.9,113.4,118.6,93.4,107.3,126.1,100.6,108.2
CCC#CC[C@H](O)C/C=C1/C(=O)C=C[C@@H]1C/C=C\CCCC(=O)O,98.3,69.3,111.6,114.0,107.0,107.6,117.6,103.0,99.9
N#Cc1c(Nc2ccc([N+](=O)[O-])cc2)nc2sc3cc(Cl)c(Cl)cc3n2c1=O,84.8,71.8,99.9,x,70.6,86.5,115.4,79.8,104.0
COC(=O)CNC(=O)[C@@H](OC)[C@@H]1Cc2cc3cc(OC4CC(OC5CC(O)C(O)C(C)O5)C(O)C(C)O4)c(C)c(O)c3c(O)c2C(=O)[C@H]1OC1CC(OC2CC(OC3CC(C)(O)C(O)C(C)O3)C(O)C(C)O2)C(O)C(C)O1 (stereo partly drawn),88.2,-19.0*,15.7,32.0,-10.0*,9.2*,-17.6*,-16.8*,6.9*
COc1cc(F)c(-c2nc3cccc(C)c3n2Cc2c(F)cccc2F)c(F)c1,84.0,71.7,91.6,80.2,89.2,89.5,102.3,85.8,86.9
Cc1cc(N2CCOCC2)nc(N2CCOCC2)n1,96.3,78.6,92.2,76.6,109.5,99.4,117.9,94.6,107.3
CCN=c1cc2sc3cc(NCC)c(C)cc3nc-2cc1C,19.9,x,27.3,15.2,64.2,1.6*,-25.8*,5.5*,-1.7*
O=C(Cl)c1cccc2c([N+](=O)[O-])cccc12,103.4,97.1,104.0,x,93.7,101.6,101.1,99.2,102.4
Cc1ccc(Nc2nc(-c3ccccn3)cs2)cc1,102.2,106.5,100.1,109.2,x,100.2,109.4,97.8,103.5
C/C=C/C=N/N(C(=O)c1cc([N+](=O)[O-])cc([N+](=O)[O-])c1)C1=NC(c2ccccc2)C(c2ccccc2)=NN1 (stereo not drawn),105.6,84.0,95.8,97.2,99.3,102.0,x,105.1,100.2
Nc1no[n+]([O-])c1-c1nnc2c(n1)-c1ccccc1C2=O,72.1,96.0,74.1,82.6,x,65.8,42.1,-40.8*,73.1
CCOc1ccc(/C=N/NC(=O)c2cccc3ccccc23)cc1OCC,97.9,87.4,118.5,108.0,96.7,100.5,109.7,92.3,102.7
COc1ccc(C2NC(=S)NC(C)=C2C(=O)OC(C)C)cc1OC (stereo not drawn),101.6,102.3,96.8,109.3,94.8,113.5,139.9,110.6,102.7
CCOC(=O)Cc1cc(=O)[nH]n(-c2ccccc2)c1=O,108.9,x,132.3,118.6,109.4,117.5,101.1,102.5,112.9
Cc1cc2c(cc1C)C(=O)C(Br)=C(N)C2=O,100.1,83.0,96.2,85.1,118.8,40.7,113.8,86.1,68.1
CC12CCC3C(CCC4CC(O)CCC43C)C1C/C(=C/O)C(=O)O2 (stereo not drawn),107.8,84.2,107.5,104.8,96.6,109.7,104.6,98.7,97.8
CC(C)=CCC[C@](C)(OCCC#N)[C@H]1CC[C@]2(C)[C@@H]1CC[C@@H]1[C@@]3(C)CC[C@H](OCCC#N)C(C)(C)[C@@H]3CC[C@]12C,100.5,50.7,100.1,103.8,73.8,83.5,94.1,89.5,90.7
CCn1cc(-c2ccnc(NCCNS(=O)(=O)c3ccc(Br)cc3)c2)c(-c2cccc(O)c2)n1,101.9,101.4,94.9,94.8,93.5,97.5,135.4,99.3,106.4
CC[C@@H](CO)Nc1ccc2ncc(C#Cc3cncc(C(=O)Nc4ccc(CN5CCN(C)CC5)c(C(F)(F)F)c4)c3)n2n1,55.1,-76.1*,-30.1*,-25.4*,-39.4*,-88.8*,-87.2*,-71.5*,-34.1*
COc1ccc2c(c1)SC1=NC=C(C(=O)NNC(=O)c3ccncc3)[C@H](c3ccccn3)N12,79.3,42.5,81.6,85.7,88.9,78.2,86.0,74.0,48.1
Cc1ccc(-c2nnc(-c3cccc4ccccc34)o2)cc1,94.0,88.8,85.8,56.0,79.0,92.4,97.9,76.7,93.6
COC(=O)c1cn(CCc2c[nH]c3ccccc23)c(=O)c2ccccc12,21.5,32.8,109.7,54.4,90.4,104.9,77.0,76.3,41.0

Additional records.
| molecule | NCI/ADR-RES | NCI-H522 | NCI-H322M | IGROV1 | NCI-H226 | NCI-H460 | COLO 205 | NCI-H23 | KM12 |
| --- | --- | --- | --- | --- | --- | --- | --- | --- | --- |
| O=[N+]([O-])c1ccc(Cn2c(-c3cscn3)nc3ccccc32)cc1 | 108.7 | 86.7 | 105.0 | 105.5 | 104.2 | 110.0 | 102.8 | 108.3 | 95.1 |
| COC1CC(C)=Nc2nc(NN)nn21 (stereo not drawn) | 97.8 | 100.3 | 101.5 | 103.5 | 95.8 | 105.3 | 112.5 | 101.5 | 104.6 |
| CC[C@H](C)[C@H]1NC(=O)[C@@H](N[C@](C)(O)[C@@H](N)CC(C)C)[C@@H](C)OC(=O)[C@H](Cc2ccc(OC)cc2)N(C)C(=O)[C@@H]2CCCN2C(=O)[C@H](CC(C)C)NC(=O)[C@@H](C)C(=O)[C@H](C(C)C)OC(=O)C[C@@H]1O | 37.4 | -37.7* | -22.4* | -13.4* | -11.1* | -11.8* | -65.1* | -29.6* | -14.8* |
| COc1cccc(OC)c1C(=O)N[C@@H]1C(=O)N2[C@@H]1SC(C)(C)[C@@H]2C(=O)O | 100.8 | 88.7 | 95.6 | 99.6 | 107.2 | 111.8 | 107.2 | 103.0 | 107.2 |
| CN(C)B(N(C)C)N(C)C | 108.3 | 102.7 | 104.9 | 106.5 | x | 100.4 | 110.2 | 104.2 | 103.8 |
| COc1ccc(C(=O)/C=C/c2ccc3c(c2)OC(F)(F)O3)cc1S(N)(=O)=O | 101.6 | 105.2 | 113.5 | 118.6 | 128.7 | 114.8 | 107.5 | 106.8 | 99.8 |
| O=NN(CC(=O)N/N=C\c1cccc([N+](=O)[O-])c1)CC(=O)N/N=C/c1cccc([N+](=O)[O-])c1 | 100.5 | 88.2 | 102.2 | 108.3 | 91.3 | 104.9 | 104.0 | 91.3 | 99.9 |
| Cc1cc(=O)[nH]c(=O)[nH]1 | 97.9 | 88.3 | 94.7 | 100.9 | 100.8 | 106.2 | 115.9 | 95.3 | 103.5 |
| Cc1[nH]c(=O)[nH]c(=O)c1Cc1ccc(Cl)cc1 | 101.5 | 81.8 | x | 107.7 | 95.5 | 101.9 | 116.0 | 96.9 | 102.5 |
| COC1=C(Br)C(=O)C(OC)=C(Br)C1=O | 104.1 | 86.3 | 98.1 | 110.6 | 101.6 | 106.2 | 110.4 | 105.0 | 100.7 |
| O=C1/C(=C/c2ccc(OCCCc3ccccc3)cc2)Oc2cc(OCCN3CCCCC3)ccc21 | 80.8 | x | 87.2 | 87.3 | 82.8 | 82.1 | 92.7 | 75.6 | 75.3 |
| COc1ccc(C2C3=C(COC3=O)N(CCO)c3cc(OC)c(OC)cc32)cc1OC (stereo not drawn) | 104.7 | 88.8 | 100.3 | 115.7 | 95.4 | 112.2 | 113.1 | 102.9 | 105.5 |
| CCCCCCOP(=O)(OCCCCCC)C(CCCCCC)C(=O)OCCCC (stereo not drawn) | 102.2 | x | 95.5 | 92.4 | 94.0 | 101.1 | 97.0 | 89.6 | 93.5 |
| CCC(c1ccc(OC)cc1)C(CC)c1ccc(O)c(CN2CCCC2)c1 (stereo not drawn) | 18.7 | 22.8 | 14.4 | x | 31.7 | -47.2* | -85.0* | 9.3* | 27.9 |
| Cc1ccc(-c2c(-c3ccccc3)c(=O)oc3ccc(C)cc23)cc1 | 93.2 | 107.1 | 97.8 | 144.8 | 89.6 | 93.8 | 91.4 | 96.1 | 92.0 |
| O=C(CCCCCCCC(=O)OCCCC1CCCO1)OCCCC1CCCO1 (stereo not drawn) | 108.0 | 85.5 | 107.5 | 118.5 | 109.5 | 123.3 | 106.8 | 107.3 | 106.6 |
| O=C(NCCc1ccccc1)Nc1ccccc1Cl | 100.1 | x | 101.5 | 105.6 | 97.5 | 102.3 | 109.4 | 103.2 | 104.3 |
| O=C(NCCCNc1nccc(-c2c(-c3cccc(F)c3)nc3sccn23)n1)c1c(F)cccc1F | 28.8 | 66.9 | 89.0 | 37.6 | 31.4 | 71.4 | 36.0 | 78.3 | 55.5 |
| COc1ccc(-c2nc(SCc3nc4cc(Cl)c(Cl)cc4[nH]3)[nH]c(=O)c2C#N)cc1 | 103.8 | 86.3 | 96.6 | 93.9 | 99.8 | 109.8 | 102.0 | 97.8 | 96.9 |
| OC1(c2ccccc2)c2ccccc2N(c2ccccc2)c2ccc(Cl)cc21 (stereo not drawn) | 14.8 | -86.8* | -90.3* | -94.5* | -80.7* | -48.4* | -85.7* | -49.4* | -87.6* |

Entries shown so far that have bromine:
| molecule | NCI/ADR-RES | NCI-H522 | NCI-H322M | IGROV1 | NCI-H226 | NCI-H460 | COLO 205 | NCI-H23 | KM12 |
| --- | --- | --- | --- | --- | --- | --- | --- | --- | --- |
| Cc1cc2c(cc1C)C(=O)C(Br)=C(N)C2=O | 100.1 | 83.0 | 96.2 | 85.1 | 118.8 | 40.7 | 113.8 | 86.1 | 68.1 |
| CCn1cc(-c2ccnc(NCCNS(=O)(=O)c3ccc(Br)cc3)c2)c(-c2cccc(O)c2)n1 | 101.9 | 101.4 | 94.9 | 94.8 | 93.5 | 97.5 | 135.4 | 99.3 | 106.4 |
| COC1=C(Br)C(=O)C(OC)=C(Br)C1=O | 104.1 | 86.3 | 98.1 | 110.6 | 101.6 | 106.2 | 110.4 | 105.0 | 100.7 |

The list continues.
| molecule | NCI/ADR-RES | NCI-H522 | NCI-H322M | IGROV1 | NCI-H226 | NCI-H460 | COLO 205 | NCI-H23 | KM12 |
| --- | --- | --- | --- | --- | --- | --- | --- | --- | --- |
| COC1=CC(c2ccc[nH]2)=N/C1=C\c1[nH]c(C)c(C(=O)CCC(=O)NCCCOCCOCCOCCCNC(=O)CC[C@H](NC(=O)c2ccc(NCc3cnc4nc(N)[nH]c(=O)c4n3)cc2)C(=O)O)c1C | 97.0 | 95.0 | 110.0 | 99.5 | 100.7 | 106.7 | 108.6 | 99.5 | 107.0 |
| O=C(c1nn(-c2ccccc2)c2c1CC(NCCc1ccc(F)cc1)CC2)N1CCCCC1 (stereo not drawn) | 92.1 | 89.9 | 108.5 | 93.6 | 109.5 | 101.6 | 87.9 | 96.5 | 105.2 |
| CNC(=O)c1cc(Oc2ccc3nc(NC(=O)Nc4ccc(F)cc4F)sc3c2)ccn1 | 45.5 | 68.7 | 62.2 | 84.2 | 52.8 | 63.0 | 87.1 | 47.0 | 72.6 |
| O=C1OCC2=C1C(c1ccc(Cl)c(Cl)c1)c1cc3c(cc1N2CCO)OCCO3 (stereo not drawn) | 3.7* | -26.7* | 37.3 | 34.6 | 25.4 | 6.2* | -11.9* | 32.5 | 4.5* |
| CCCCCCCCCCCCNC(=O)N1C(=O)CCC1C(=O)NCc1ccc(Cl)cc1Cl (stereo not drawn) | 80.1 | 85.2 | 101.4 | 85.1 | 85.3 | 97.2 | 104.1 | 87.0 | 88.0 |
